KDM5B inhibitor – inhibitors of human KDM5B histone demethylase; Q9UGL1; KDM5B demethylase, FDH-coupled NADH fluorescence (FDH is formaldehyde dehydrogenase); Potency, µM (highest dose often 57.7 µM), for inactives: top-dose activity change, negative = inhibition, hits mostly inhibitors; 220,000 compounds, 2.6% hits; AID 1347165; active = well fitted inhibition curve with a large enough effect; inconclusive = small, poorly fitted or top-dose-only effect; inactive = no such curve, though single readings can be large or run the other way; note: 0% is about no effect; nearly all actives have a fitted effect of over 70% in size
Target sequence (Q9UGL1 whole entry, looked up): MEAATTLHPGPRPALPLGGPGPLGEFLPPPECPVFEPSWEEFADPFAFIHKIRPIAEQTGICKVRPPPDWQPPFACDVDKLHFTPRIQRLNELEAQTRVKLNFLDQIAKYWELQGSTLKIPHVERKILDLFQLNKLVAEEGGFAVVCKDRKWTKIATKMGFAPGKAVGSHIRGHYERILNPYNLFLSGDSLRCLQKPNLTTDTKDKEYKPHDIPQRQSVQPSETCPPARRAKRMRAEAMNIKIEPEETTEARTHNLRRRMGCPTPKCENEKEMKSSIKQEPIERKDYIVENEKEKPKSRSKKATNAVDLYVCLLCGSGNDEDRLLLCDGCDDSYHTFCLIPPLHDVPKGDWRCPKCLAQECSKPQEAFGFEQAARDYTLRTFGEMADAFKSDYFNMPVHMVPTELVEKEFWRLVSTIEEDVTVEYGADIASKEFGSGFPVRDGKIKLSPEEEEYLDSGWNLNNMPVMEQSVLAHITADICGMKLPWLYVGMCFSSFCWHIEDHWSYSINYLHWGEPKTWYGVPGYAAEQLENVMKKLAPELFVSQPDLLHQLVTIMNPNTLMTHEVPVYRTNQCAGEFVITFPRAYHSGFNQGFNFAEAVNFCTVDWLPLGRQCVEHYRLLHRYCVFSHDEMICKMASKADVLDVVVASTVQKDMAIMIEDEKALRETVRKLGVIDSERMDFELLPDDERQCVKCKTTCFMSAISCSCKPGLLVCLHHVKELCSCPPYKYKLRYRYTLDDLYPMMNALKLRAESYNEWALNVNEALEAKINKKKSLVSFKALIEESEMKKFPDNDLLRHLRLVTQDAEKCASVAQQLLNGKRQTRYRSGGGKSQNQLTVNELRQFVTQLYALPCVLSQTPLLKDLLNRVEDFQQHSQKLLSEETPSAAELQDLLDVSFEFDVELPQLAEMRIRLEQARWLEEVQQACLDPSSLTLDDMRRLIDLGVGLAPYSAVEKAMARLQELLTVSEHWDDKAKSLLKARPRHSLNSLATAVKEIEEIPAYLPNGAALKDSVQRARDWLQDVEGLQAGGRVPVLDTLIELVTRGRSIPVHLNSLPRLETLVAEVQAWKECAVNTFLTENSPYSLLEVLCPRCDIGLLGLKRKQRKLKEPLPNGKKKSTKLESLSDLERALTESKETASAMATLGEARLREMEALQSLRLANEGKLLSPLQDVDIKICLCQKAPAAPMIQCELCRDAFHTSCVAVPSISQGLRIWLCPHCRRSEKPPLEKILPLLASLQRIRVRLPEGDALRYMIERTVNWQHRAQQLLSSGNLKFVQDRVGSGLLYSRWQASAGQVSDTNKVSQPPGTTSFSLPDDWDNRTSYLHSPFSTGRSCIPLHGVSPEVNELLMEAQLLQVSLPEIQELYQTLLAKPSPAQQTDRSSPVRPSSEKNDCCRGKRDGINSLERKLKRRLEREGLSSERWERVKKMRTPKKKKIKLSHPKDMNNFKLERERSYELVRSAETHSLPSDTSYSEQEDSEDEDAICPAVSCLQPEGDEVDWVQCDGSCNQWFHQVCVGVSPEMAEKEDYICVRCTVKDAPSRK
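Compound dilutions met 200 nM (final) KDM5BΔAP for 10 min at room temperature before substrate addition. The substrate mix held 12.5 µM H3K4me3 with cofactors 25 µM α-ketoglutarate and 50 µM Fe²⁺. NADH signal gain over 30 min defined activity.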
* hit, by the source's call; i = inactive; ? = inconclusive; [ ] = dose if it differs, or a comment. Potency is the fitted concentration of half-maximal effect.

SMILES	KDM5B inhibitor
COc1ccc(CCNC(=O)c2nn(Cc3ccccc3)c(=O)c3ccccc23)cc1	-5.0%
O=C(C1CCCO1)N1CCc2c(n(Cc3ccccc3)n(-c3ccccc3)c2=O)C1 (stereo unspecified)	4.0%[86.2 µM]
CC(Oc1ccc(F)cc1)C(=O)NC1(C#N)CCCCC1 (stereo unspecified)	12.3%
COCCCNc1ncnc2c1CN(C1CCCNC1)C(=O)CN2C (stereo unspecified)	?
O=C(NCc1ccc(F)cc1)N1CCC2(CC1)CC(N1CCCCC1)CCO2 (stereo unspecified)	-4.0%
COC(=O)c1cc2sc(C)cc2n1Cc1ccc(F)cc1Cl	-0.1%
CCn1ccc(C(=O)N2CCC(Oc3ccccc3-c3nc(C)no3)C2)n1 (stereo unspecified)	?
CC1CCN(C(=O)Cn2nnnc2-c2ccc(Cl)cc2)CC1	-3.8%
Cc1cc(NS(=O)(=O)c2ccc3nc(-c4ccccc4)[nH]c3c2)ccc1Br	-12.1%
Cc1ccc(C)c(CN2C(=O)CSc3ccc(C(=O)NCc4ccc(F)cc4)cc32)c1	15.7%
COc1ccc(C2C(C(=O)Nc3ccccc3)=C(C)Nc3nc(-c4ccccc4Cl)nn32)cc1OC (stereo unspecified)	74.8%[activator]
O=S(=O)(Nc1ccc(-c2nnc3n2CCCCC3)cc1)c1ccc2c(c1)OCCCO2	-7.4%
CCCCNC(=O)c1cccc2cccnc12	-2.3%
CCCOc1cccc(C(=O)Nc2ccc(-c3nc4ccccc4s3)c(Cl)c2)c1	?
COCCn1c(Br)nc2c1c(=O)[nH]c(=O)n2C	-5.5%
O=C(CC1N=C2c3ccccc3N=C(SCc3ccccc3Cl)N2C1=O)NCCc1ccccc1 (stereo unspecified)	?
CC(C)(C)C1CCc2nc(SCC(N)=O)c(C#N)c(C(F)(F)F)c2C1 (stereo unspecified)	-5.2%
C=CCC1(O)CC(C)N(C)CC1C (stereo unspecified)	-1.1%
CN(Cc1ccc(F)cc1)C(=O)C1(c2ccc(Cl)cc2)CCOCC1	0.5%[115 µM]
COc1ccc(NC(=O)N2CC3CC(C2)[C@H]2CCCC(=O)N2C3)cc1OC (stereo partly specified)	4.9%
CCC(Sc1nc2ccccc2c2nc(CCc3c(C)n[nH]c3C)nn12)C(=O)Nc1ccccc1F (stereo unspecified)	0.2%
Cc1cc(C)n(CCC(=O)N[C@@H]2CN(c3ccncn3)C[C@H]2CN(C)C)n1	12.5%
COc1cc(/C=N/NC(=O)c2cc(-c3ccccc3Cl)nc3ccccc23)cc(OC)c1O	-3.9%
COc1ccccc1NC(=O)Cn1c(=O)n(CCc2ccccc2)c(=O)c2sc3ccccc3c21	-55.4%
COc1ccc(N2CC3(COCC2=O)CN(c2ccc(C(F)(F)F)cn2)C3)cc1	?
(next part)
SMILES	KDM5B inhibitor
COCCN(CCOC)C(=O)c1cc(-c2ccco2)nc2ccccc12	i
CCn1ncc(CN2CCCCCNC(=O)CC2c2ccccc2)c1C (stereo unspecified)	-8.6%
Cc1ccc(NC2=N[C@H]3[C@@H](O)[C@H](O)C[C@H](C(=O)N(C)Cc4ccccc4)[C@H]3S2)cc1	-10.8%[86.2 µM]
CCOC(=O)c1nc2ccccc2nc1NCCc1ccccc1	0.3%
NC(=O)C1CCN(C(=O)CC2C(=O)NCCN2Cc2cccc(Oc3ccccc3)c2)CC1 (stereo unspecified)	?
CCOc1ccc(C(=O)Nc2cc(NC(=O)c3ccco3)ccc2OC)cc1Br	-4.7%
CCOC(=O)c1cc(-c2ccc(F)cc2)n(CCC(=O)Nc2ccccc2OC)c1C	-29.5%
Cc1ccccc1CN1CCCC12Cc1ccccc1CNC2=O (stereo unspecified)	-6.3%[149 µM]
CC(C(=O)NCc1ccc(Cl)cc1)n1ccc2cc(S(=O)(=O)N3CCCCCC3)ccc21 (stereo unspecified)	-11.2%
CC(C)Sc1ncc(Cl)c(C(=O)Nc2ccc(S(=O)(=O)Nc3ncccn3)cc2)n1	-5.2%
Cc1c(-c2cccc(Cl)c2)nc2ccccc2c1C(=O)NC1CCCC1	5.6%
O=C(O)c1ccc(CNC2C3CC4CC(C3)CC2C4)cc1 (stereo unspecified)	6.8%
COc1cc(NC(=O)Cn2c(=O)n(CC3CCC(C(=O)NCCc4ccccc4)CC3)c(=O)c3ccccc32)cc(OC)c1 (stereo unspecified)	?
O=c1[nH]c(SCc2ccccc2)nc2nc[nH]c12	-14.7%
Cc1noc([C@@H]2CC(F)(F)CN2C(=O)c2cocn2)n1	23.1%
Cc1ccc(C(=O)NC2CCN(c3cc(-c4ccc(F)cc4)[nH]n3)CC2)cc1	?
CCOC(=O)c1c(C)[nH]c(C(=O)CN2CCN(CC)CC2)c1C	?
CCS(=O)(=O)CCSc1nc(-c2ccc(Br)cc2)cc(-c2ccccc2)c1C#N	-22.4%
CN(Cc1ccsc1)C(=O)C1CC=CCC1c1nc2ccccc2s1 (stereo unspecified)	20.9%
C=CCN(C)C(=O)C[C@@H]1c2nc(NC(=O)c3cccc(F)c3)sc2C[C@@H]2[C@](C)(CO)[C@H](O)CC[C@]21C	?
CCOC(=O)c1cnn(-c2cc(C)nc3c(-c4ccc(Cl)cc4Cl)c(C)nn23)c1N	13.3%
CN1N=C(C(=O)N2CCOC(Cc3cccc4ccccc34)C2)CCC1=O (stereo unspecified)	-19.7%
COc1ccc(-c2nn(-c3ccccc3)cc2C2CC(c3cccs3)=NN2S(C)(=O)=O)cc1 (stereo unspecified)	10.6%
CC1CCc2c(c(-c3ccc(O)cc3)nc3ccc4ccccc4c23)C1 (stereo unspecified)	2.1%
O=c1[nH]c(C2CCN(Cc3ccccc3C(F)(F)F)CC2)nn1Cc1ccccc1	0.0%
The listing continues:
SMILES	KDM5B inhibitor
O=C(NC1CCN(c2cc(-c3cccs3)[nH]n2)CC1)c1ccc(Cl)cc1	-28.5%
COc1ccc(OC)c(C2CCCN2Cc2nc(-c3cccc(C(F)(F)F)c3)no2)c1 (stereo unspecified)	-18.1%
Cn1nc(C(=O)Nc2nc(-c3ccc4c(c3)OCCO4)cs2)c2ccccc2c1=O	4.1%
OCc1ccc(-c2cc(-c3cccnc3)c3cncn3c2)cc1	?
CN1C(=O)C2(c3ccccc31)N(c1cccc(F)c1)C(=O)CS2(=O)=O (stereo unspecified)	-15.1%
CCOc1ccc(C2CC(=O)Nc3cc4c(cc32)OCO4)cc1OC (stereo unspecified)	16.1%
COCc1cccc(C(=O)Nc2cccc(Oc3ccccc3)c2)c1	?
Cc1cccc(C)c1NC(=O)Cn1nnc(C(=O)NCc2ccc(F)cc2)c1N	-5.2%
COc1cccc(NC(=O)Nc2cc(-c3cn4cccnc4n3)ccc2OC)c1	?
COCc1nc(C2CCCN(C(=O)CC(C)C)C2)no1 (stereo unspecified)	5.0%
Cn1c(SCC(=O)Nc2ccc(Cl)cn2)nnc1C1CC1	-13.5%
CC1SCC(NC(=O)c2cccc(Cl)c2)CS1 (stereo unspecified)	-17.5%
Cc1ccc(CNC(=O)c2nn(-c3ccc(Cl)cc3)nc2CO)cc1	-32.7%
O=C(c1cc(-c2ccccc2)n[nH]1)N1CCC2(CC1)N=C(c1ccccc1)NO2	6.3%
Cc1ccc(C)c(N2CCN(C(=O)c3ccc(NC(=O)c4nsc5ccccc45)cc3)CC2)c1	?
CCC(C)C(=O)N1CCc2c(c(C(=O)O)nn2CCCc2ccccc2)C1 (stereo unspecified)	-33.3%
O=S1(=O)NCC2(CCCN(CCc3ccccc3)C2)Oc2ncccc21 (stereo unspecified)	-22.4%[115 µM]
CN(CC(=O)N(C)c1c(N)n(Cc2ccccc2)c(=O)[nH]c1=O)Cc1ccccc1F	23.5%
CC(C)C(=O)N1CCC2(CCNC(=O)CC2)CC1	-7.4%
COc1ccc(NC(C)=O)c(NC(=O)CSc2nc3ccccc3o2)c1	11.7%
O=C(c1cccnc1OC1CCN(S(=O)(=O)c2ccccc2)C1)N1CCOCC1 (stereo unspecified)	17.5%
CC(C)CCN1CC2(CCCN(C(=O)c3cc(C(F)(F)F)[nH]n3)C2)CCC1=O (stereo unspecified)	-11.8%
COc1cccc(-c2nnc3n(CCc4ccccc4)c(=O)c4ccccc4n23)c1O	-29.5%
CC(NC(=O)c1nn(C)c(=O)c2ccccc12)c1ccc(F)cc1 (stereo unspecified)	17.9%
CN(Cc1ccccc1)C(=O)c1c[nH]c2ccc(S(=O)(=O)Nc3ccccc3F)cc2c1=O	?
The list continues:
SMILES	KDM5B inhibitor
CC(C)c1ccc(C(=O)N2CCC(OC3CCN(C)CC3)CC2)cc1	19.1%
O=S(=O)(c1ccccc1)N1CCn2c(nnc2[C@@H]2C[C@@H](O)CN2Cc2cccnc2)C1	-10.6%
O=C(CCCn1c(=O)c2cccn2c2ccccc21)N1CCN(c2cccc(Cl)c2)CC1	?
CCn1c(NCC(O)c2ccccc2)nc2c1c(=O)n(C)c(=O)n2C (stereo unspecified)	3.4%
CC1(C)CC(=O)C2=C(C1)Nc1ncnn1C2c1cccs1 (stereo unspecified)	-12.8%
COc1ccc(NC(=O)Cn2nnc(-c3nc(-c4ccncc4)no3)c2N)cc1OC	2.8%
COc1cccc2c1ccn2CCNC(=O)Cn1nc2c(cc1=O)CCCC2	-18.1%
COc1ccc(-c2ccc3c(c2)C(=O)N2CC[C@H](NC(=O)CSC)[C@H]2C(=O)N3)c(OC)c1	?
CCN(Cc1c(F)cccc1Cl)C(=O)CCc1c(C)nn(C)c1C	3.1%
Cc1ccc(S(=O)(=O)n2nc(-c3ccccc3)nc2NCc2ccccc2Cl)cc1	-20.6%
COC(=O)COc1ccc(C2C3=C(CC(C)(C)CC3=O)OC3=C2C(=O)CC(C)(C)C3)cc1OC	3.5%
COc1ccc2cc(C(=O)N3CCC(C)(C(=O)NCc4ccccc4)CC3)[nH]c2c1	-4.1%
Cc1cc(C)cc(N(C(=O)c2ccc3c(c2)OCO3)C2C=CS(=O)(=O)C2)c1 (stereo unspecified)	14.7%
CCc1nc(N2CCCCC2C(=O)O)c2oc3ccccc3c2n1 (stereo unspecified)	22.5%
COc1cc(/C=C/C(=O)OCC(=O)NC(=O)NC(C)C)ccc1O	?
O=C(O)C(c1c[nH]c2cc(Br)ccc12)N1CCN(c2nsc3ccccc23)CC1 (stereo unspecified)	?
C/C=C/Cn1c(SC)nc2c1c(=O)[nH]c(=O)n2C	-5.5%
CCN1CCN(CCOc2ccc3c(C)c(-c4ccc(OC)c(OC)c4)c(=O)oc3c2)CC1	-18.4%
Nc1nccnc1C(=O)NCCc1cccc(F)c1	?
CCCN(CC)c1ccc(C(=O)NCC(=O)NCC(F)(F)F)cc1	11.9%
COc1ccc(Cc2ncc3c(n2)CN(C(=O)c2cc(C)c(C)cc2C)C3)cc1	?
O=C(COc1ccc(Cl)cc1)Nc1nnc2n1CCS2	?
COc1cccc(CCNC(=O)C(=O)NCc2n[nH]c(=O)c3ccccc23)c1	-27.0%
COc1ccc(C(=O)Nc2cnn(Cc3c(F)cccc3Cl)c2)cc1OC	1.0%
c1cnc2nc([C@H]3CCN(C4CCCCC4)C3)[nH]c2c1	?
Continued.
SMILES	KDM5B inhibitor
CC1CCCCN1S(=O)(=O)c1ccc(C(=O)Nc2ccc(Cl)c3ncsc23)cc1 (stereo unspecified)	-13.7%
O=C1CS(=O)(=O)C2(C(=O)N(Cc3ccccc3Cl)c3ccccc32)N1c1ccc(F)cc1 (stereo unspecified)	-14.8%
Cc1cccc(N2CCN(C(=O)c3cc4ccc5cccnc5c4[nH]3)CC2)c1C	?
Cc1ccc(CNC(=O)Cn2cc(S(=O)(=O)Cc3ccccc3F)c3ccccc32)cc1	-8.5%
Cc1cc(=O)oc2cc(OCC(=O)NCCc3ccccc3)ccc12	?
COc1ccc(C2=CC(c3ccccc3F)n3ncc(C(=O)Nc4ccc(C)cc4)c3N2)cc1 (stereo unspecified)	6.2%
COC(=O)CCS(=O)(=O)c1ccc(Cc2ccc(S(=O)(=O)CCC(=O)OC)cc2)cc1	22.5%
Cc1ccc2cc(C3CC(c4ccco4)=NN3S(C)(=O)=O)c(Cl)nc2c1 (stereo unspecified)	-12.9%
O=C1CCc2cc(S(=O)(=O)NCc3ccccc3)cc3c2N1CC3	-24.4%

High-throughput results deposited in PubChem by National Center for Advancing Translational Sciences (NCATS).

These rows are one share of the data; rates above refer to the full screens.
